# p53ts 32C tox: cytotoxicity in p53ts cells at permissive temperature; hit rate 0.93% among 130,000; AID 924; Potency, µM (highest dose often 46.1 µM), without a hit: at the top dose activity change, negative = cytotoxicity, usual class: cytotoxic; H1299-p53A138V at 32C, ATP luminescence viability, 24 h;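 note: 0% = DMSO and -100% = full killing by reference compound; nearly all actives have a fitted effect of over 55% in size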
#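 ATP-content luminescence (ATPlite) read-out after 24 h compound exposure at 32C in H1299-p53A138V cells (600/well). Tested up to 46 uM. Normalized to DMSO (0%) and 100 uM tamoxifen (100% killing); Hill-fit AC50.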
# p53ts 39C tox: kills p53ts cells at the nonpermissive temperature. H1299-p53A138V viability at 39C, ATP luminescence, 24 h. Potency, µM (titrated, usually from 46.1 µM), inactives show top-dose activity change, negative = cell killing, actives largely listed as cytotoxic. hit rate 1.5% among 130,000; note: nearly all actives have a fitted effect of over 55% in size
# Peg3 imprint: induces erasure of genomic imprints in mouse ES cells | mouse ES Peg3-LacZ reporter, beta-gal luminescence, 40 h | Potency, µM (titrated, usually from 60.7 µM), for the others: at the top dose activity change, positive = activation, usual class: activators | hit rate 0.02% among 110,000 | AID 1948;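 note: 0% = negative control wells on the plate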
#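 Imprint erasure is scored as LacZ activity from the silenced maternal Peg3 allele in feeder-free female ES cells cultured 40 h with LIF. Luminescence is normalized to in-plate negative controls and fitted to the Hill equation.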
# IkB signaling: IkB pathway inhibition in ABC-DLBCL cells. ABC-DLBCL IkBa-CBG/CBR dual luciferase ratio, 4 h; response scale: scaled: untreated 0%, proteasome inhibitor 100%. Potency, µM (series often up to 57.1 µM), inactives show top-dose IkBa stabilization activation. hit rate 0.04% among 110,000; active = well fitted curve in the direction sought with a large enough effect in the signal ratio, not every such curve was filed as active; inconclusive = small, poorly fitted or top-dose-only effect, or a change in a side signal; the % refers to the signal ratio;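 note: the direction sought is a rising ratio; 0% = basal untreated cells and 100% = reference inhibitor full response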
#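 Luminescence ratio of IκBα-fused green versus native red beetle luciferase in OCI-Ly3 cells, 4 h post-doxycycline with compound; red signal alone, scaled from basal (0%) to zero light (-100%), flagged nonspecific or cytotoxic effects.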
# Numbers without * were called inactive; ? = inconclusive; / = no result given; & = joins results of further samples; [ ] = remark or other dose. Unless noted, calls come from the whole dose curve; as a rule, active = well fitted curve in the direction sought with a large enough effect; inconclusive = small, poorly fitted or top-dose-only effect, or another doubt; inactive = no such curve, though single readings can be large; an effect the other way counts as inactive or inconclusive. Unless noted, % is set by controls: 0 for no effect and ±100 for the full control effect; potency is the fitted concentration of half-maximal effect.
# Start of the data: the first 4 records as a preview:
1: N#CC1=C(SCc2ccccc2)NC(=O)CC1c1ccco1 (configuration not stated)
2: Cc1ccc(OCc2nnc(SCC(=O)Nc3ccc4c(c3)OCO4)n2C)cc1
3: CC1(C)CC(=O)c2c(oc3cc(O)c(O)cc23)C1
4: O=C(O)CSc1ccc([N+](=O)[O-])cc1[N+](=O)[O-]
compound no.,1,2,3,4
p53ts 32C tox,-4%,-4%,-1%,12%[9.22 µM]
IkB signaling,?,2.4%,/,0.7%[11.4 µM]
Peg3 imprint,-7%,/,-5%,-5%[10.9 µM]
p53ts 39C tox,4%,0%,-13%,4%[9.22 µM]

# The whole of this part, from the first entry:
1: N#CC1=C(SCc2ccccc2)NC(=O)CC1c1ccco1 (configuration not stated)
2: Cc1ccc(OCc2nnc(SCC(=O)Nc3ccc4c(c3)OCO4)n2C)cc1
3: CC1(C)CC(=O)c2c(oc3cc(O)c(O)cc23)C1
4: O=C(O)CSc1ccc([N+](=O)[O-])cc1[N+](=O)[O-]
5: O=C(Nc1cccc(-c2nc3ccccc3o2)c1)c1cc([N+](=O)[O-])ccc1N1CCOCC1
6: CCOC(=O)c1ccccc1NC(=O)Cn1c(=O)n(-c2ccc(CC)cc2)c(=O)c2c(C)c(C(=O)N(C)C)sc21
7: CCOC(=O)N1CCN(C(=O)CN(c2ccc(OCc3ccccc3)cc2)S(C)(=O)=O)CC1
8: Cc1ccc(-c2cn3cccnc3n2)cc1NC(=O)c1ccc(Br)o1
compound no.,1,2,3,4,5,6,7,8
p53ts 32C tox,-4%,-4%,-1%,12%[9.22 µM],2%,8%,1%,-2%
IkB signaling,?,2.4%,/,0.7%[11.4 µM],0.2%,16%,-0.2%,0.6%
Peg3 imprint,-7%,/,-5%,-5%[10.9 µM],-6%[10.9 µM],12%[10.9 µM],-25%,8%
p53ts 39C tox,4%,0%,-13%,4%[9.22 µM],6%,-23%,6%,1%

# Rewritten with bars between the fields: entries from further up.
item | SMILES | p53ts 32C tox | IkB signaling | Peg3 imprint | p53ts 39C tox
2 | Cc1ccc(OCc2nnc(SCC(=O)Nc3ccc4c(c3)OCO4)n2C)cc1 | -4% | 2.4% | / | 0%
3 | CC1(C)CC(=O)c2c(oc3cc(O)c(O)cc23)C1 | -1% | / | -5% | -13%

# The results go on:
9: CC(NC(=O)c1cc2ccccc2o1)C(=O)O (configuration not stated)
10: CCc1ccc(NC(=O)N(Cc2c[nH]c3ccccc23)C2CCCCC2)cc1
11: CCc1ccc(C(=O)c2cnc3ccc(F)cc3c2S(=O)(=O)c2ccccc2)cc1
12: Cc1cc(C)n2nc(SCC(=O)c3ccccc3)nc2n1
13: CCOC(=O)N1CCC(NC(=O)CN2C(=O)C(CC)Oc3ccc(C)cc32)CC1 (configuration not stated)
14: CCN1C(=O)c2ccccc2S(=O)(=O)c2ccc(C(=O)NCc3ccccc3)cc21
15: O=S(=O)(c1ccc(-c2csc(=Nc3ccc(OC(F)(F)Cl)cc3)n2CCCO)cc1)N1CCCC1
16: CCOC(=O)c1cc(-c2ccc(F)cc2)n(CC(=O)Nc2nccs2)c1C
compound no.,9,10,11,12,13,14,15,16
p53ts 32C tox,-13%,-19%,16%,-3%,6%,2%,10%,25%
IkB signaling,1.4%,0.3%,?,?,3.0%,0.9%,?,?
Peg3 imprint,0%,-14%[10.9 µM],21%[10.9 µM],-14%,-3%,?,-25%[10.9 µM],-23%
p53ts 39C tox,-19%,-16%,-17%,3%,8%,1%,-13%,29%

17: CC(C)c1ccc2oc(-c3ccc(NC(=O)c4cc5ccccc5o4)cc3)nc2c1
18: COC(=O)c1ccccc1NC(=O)C1CCCN(S(=O)(=O)c2ccc(OC)cc2)C1 (configuration not stated)
19: Cc1ccc(F)c(NC=C2C(=O)OC(C)(C)OC2=O)c1
20: COc1ccc(C2=NC(C)(C)N(CC(=O)Nc3cccc(C)c3)C2=O)cc1
21: Cc1ccc(C(=O)NCc2ccccc2)cc1NC(=O)c1nsc2ccccc12
22: Nc1ncnc2c1ncn2C[C@@H](O)C(=O)O
23: Cn1c(=O)c(CCc2ccccc2)nc2cncnc21
24: CCOC(=O)N1CCC(Nc2c(Nc3ccc(C)c(C)c3)c(=O)c2=O)CC1
compound no.,17,18,19,20,21,22,23,24
p53ts 32C tox,-28%,-2%,-9%,-10%,-5%,-4%[9.22 µM],5%,13%
IkB signaling,?,?,0.9%,?,?,-1.3%[11.4 µM],-2.1%[11.4 µM],3.2%
Peg3 imprint,-2%[10.9 µM],-15%,2%,-8%[10.9 µM],25%[10.9 µM],-14%[10.9 µM],/,-19%
p53ts 39C tox,-27%,14%,-2%,-16%,14%,1%[9.22 µM],-1%,5%

25: C=CCN=C(CC)C1=C(O)CCCC1=O
26: COCCn1c(=S)[nH]c2cc(C(=O)NCCCN3CCOCC3)ccc2c1=O
27: Cc1cc2ccccc2n1CCNC(=O)c1cccc(Br)c1
28: CCc1nnc2c(N3CCN(c4cccc(C)c4)C(C)C3)nc3ccccc3n12 (configuration not stated)
29: COc1ccc(CN(C(=O)c2cc3ccccc3oc2=O)C2CCS(=O)(=O)C2)cc1OC (configuration not stated)
30: COc1cccc(N2CCN(Cc3nc4ccccc4c(=O)[nH]3)CC2)c1
31: COCCn1cnc2cc(C)c(C)cc21
32: Cc1ccccc1CSc1cn(CC(=O)N2CCCC2)c2ccccc12
compound no.,25,26,27,28,29,30,31,32
p53ts 32C tox,3%,-1%,-2%,-10%,-5%,13%,6%,-9%
IkB signaling,-0.4%,0.2%,?,-2.5%,?,1.6%,-0.7%,?
Peg3 imprint,4%,?,9%[10.9 µM],20%[10.9 µM],-10%[10.9 µM],-15%,-13%,-7%[10.9 µM]
p53ts 39C tox,11%,-5%,-19%,5%,-18%,8%,6%,-22%

33: Fc1ccc(CNc2nc(-c3ccco3)cc(C(F)(F)F)n2)cc1
34: CCOC(=O)c1ccc(N2C(=O)C(O)=C(C(C)=O)C2c2ccccc2)cc1 (configuration not stated)
35: Oc1cccc(O)c1
36: CCCCNC(=O)CSc1nc2cc3c(cc2c(=O)n1CCCCCC(=O)NCCc1ccc(OC)c(OC)c1)OCO3
37: COc1ccc(CNc2ncncc2-c2ccccc2Cl)c(OC)c1
38: Cc1cn2c(=O)cc(COC(=O)COc3ccccc3C)nc2s1
39: CCc1cccc(NC(=O)CN(c2ccc(C)c(C)c2)S(=O)(=O)c2ccsc2C(=O)OC)c1
40: Cn1nnnc1SCCNCc1ccc(OCc2ccc(Cl)cc2)cc1
compound no.,33,34,35,36,37,38,39,40
p53ts 32C tox,-1%,4%,4%[1.84 µM],11%,8%,3%,4%,-3%
IkB signaling,?,/,0.8%,-0.4%,0.3%[11.4 µM],-0.2%,?,?
Peg3 imprint,-22%,/,-1%&-2%,18%[10.9 µM],17%,-3%[10.9 µM],-13%[10.9 µM],-10%[10.9 µM]
p53ts 39C tox,22%,-3%,-15%,-21%,4%,-6%,-10%,-12%

41: COc1ccc(-c2noc(CN(C)S(=O)(=O)c3ccccc3)n2)cc1OC
42: O=C(O)c1cccc(CSc2nnc(COc3ccccc3)o2)c1
43: O=C(Nc1nc2n(n1)C(c1ccc(Cl)cc1)CC(c1ccc(Cl)cc1)N2)c1ccco1 (configuration not stated)
44: COc1ccccc1-c1ccc(=O)n(CC(=O)Nc2ccc(C(=O)N3CCCC3)cc2)n1
45: CCN(c1ccc(OC)cc1)S(=O)(=O)c1c(C(=O)N2CCCCCC2)c(C)n(C)c1C
46: CCOc1ccccc1NC(=O)Cn1c(=O)n(CCCC(=O)NCc2ccc(C)cc2)c(=O)c2ccccc21
47: O=c1c(-c2ccccc2)nc2cnc(N3CCNCC3)nc2n1Cc1ccc(F)cc1
48: CCn1cc(C(=O)N2CCN(c3ccc(F)cc3)CC2)c(=O)c2cc(S(=O)(=O)N3CCOCC3)ccc21
compound no.,41,42,43,44,45,46,47,48
p53ts 32C tox,-3%,-3%,?,5%,-3%,-7%,-11%,7%
IkB signaling,-12%,0.3%,?,0.4%,2.2%,20%,-3.5%[11.4 µM],-1.7%
Peg3 imprint,-17%,-7%,-12%,-18%,-8%[10.9 µM],21%[10.9 µM],/,11%[10.9 µM]
p53ts 39C tox,11%,5%,?,1%,-17%,?,?,-27%

49: CC1(C)Cc2ccccc2C(Nn2cnnc2)=N1
50: CCNc1ncc2nc(CCc3ccccc3)c(=O)n(CCOC)c2n1
51: CS(=O)(=O)N(Cc1ccc(F)cc1)Cc1nc2ccccc2c(=O)[nH]1
52: COc1ccc(-c2nc3ccc(C)cn3c2Nc2ccc3c(c2)OCO3)cc1
53: Nc1nc2ccccc2n1CCOc1ccccc1Cl
54: CC(NC(N)=O)C12CC3CC(CC(C3)C1)C2 (configuration not stated)
55: CCSc1nnc(NC(=O)c2csc3c2CCCC3)s1
56: CC(=O)c1c(C)[nH]c(C(=O)Nc2ccc3c(c2)OCCO3)c1C
compound no.,49,50,51,52,53,54,55,56
p53ts 32C tox,0%,-5%,-2%,-1%,-1%,-13%,5%,?
IkB signaling,3.4%,-2.5%[11.4 µM],1.4%,-1.0%,/,-0.2%,-1.2%,5.2%
Peg3 imprint,2%,/,-8%,-7%[10.9 µM],/,-15%,-10%,-85%[inhibitor]
p53ts 39C tox,13%,-14%,-4%,17%,?,-10%,13%,?

# Another view of part of the listing above:
# Order of results – p53ts 32C tox | IkB signaling | Peg3 imprint | p53ts 39C tox
53	Nc1nc2ccccc2n1CCOc1ccccc1Cl
 : -1% | / | / | ?
54	CC(NC(N)=O)C12CC3CC(CC(C3)C1)C2 (configuration not stated)
 : -13% | -0.2% | -15% | -10%

# Continuation.
57: CCOc1ccc(S(=O)(=O)Nc2ccc3oc(C)c(C(=O)OCCOC)c3c2)cc1
58: CC(C)C(c1nnnn1Cc1ccc2c(c1)OCO2)N1CCN(c2ccccc2)CC1 (configuration not stated)
59: COc1cccc(-c2csc(-c3c(N)c(C(=O)c4ccc5c(c4)OCO5)n4ccccc34)n2)c1
60: Cc1cc2c(=O)c(C(=O)c3ccncc3)cn(CC(=O)Nc3cccc(C)c3C)c2cc1C
61: Cc1ccc(-c2cccc(NC(=O)C3C(C(=O)O)[C@@H]4C=C[C@H]3C4)c2)o1 (some centres not stated)
62: Cn1c(NCCCO)nc2c1c(=O)n(Cc1cccc(F)c1)c(=O)n2C
63: CCCc1c(C)c2ccc(OCC(C)=O)cc2oc1=O
64: Cc1cccc(CNc2cc(-c3ccccc3C)ncn2)c1
compound no.,57,58,59,60,61,62,63,64
p53ts 32C tox,23%,2%,-6%,10%,0%,-3%,-26%,-3%
IkB signaling,1.5%,0.7%,?,0.5%,6.3%,-2.1%,-3.4%,-1.0%[11.4 µM]
Peg3 imprint,-10%[10.9 µM],-7%,-8%[10.9 µM],-6%[10.9 µM],-9%,-4%[10.9 µM],-29%,-19%
p53ts 39C tox,-19%,-10%,-2%,-8%,-12%,7%,-22%,-8%

# Looked up above:
# Reading for entry 58 in Peg3 imprint: -7%
# Reading for entry 59 in p53ts 32C tox: -6%

# The results go on.
65: COc1cc2c(cc1OC)n(CC(=O)c1cc(C)ccc1C)c(=O)n1nc(CCn3nc(C)cc3C)nc21
66: COc1cccc(/C=N/n2c(C)nc3ccccc32)c1OC
67: Cc1nc2cc(C(=O)O)ccc2n1-c1ccc(C(C)C)cc1
68: BrC/C=C/CBr
69: CCOC(=O)NCc1ccc(CNC(=O)OCC)cc1
compound no.,65,66,67,68,69
p53ts 32C tox,6%,-5%,-1%,0%[1.84 µM],0%
IkB signaling,-0.6%,?,0.1%,-0.6%,1.0%
Peg3 imprint,-14%[10.9 µM],-5%,7%[10.9 µM],2%,-6%
p53ts 39C tox,-3%,-8%,21%,-4%,7%
